PMI act satM6P – human PMI activators, high substrate, primary screen, biochemical, fluorescence intensity, near-saturating mannose 6-phosphate; Mannose-6-phosphate isomerase (Homo sapiens), P34949; activation factor at 20 µM; coupled PMI enzyme assay, resazurin fluorescence, 20 min; hits give high values; 1 = untreated enzyme, 0 = substrate-free blank; actives 0.34% (n = 190,000);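 active means activation factor of 2 or more at 20 µM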
Target sequence (P34949 whole entry, looked up): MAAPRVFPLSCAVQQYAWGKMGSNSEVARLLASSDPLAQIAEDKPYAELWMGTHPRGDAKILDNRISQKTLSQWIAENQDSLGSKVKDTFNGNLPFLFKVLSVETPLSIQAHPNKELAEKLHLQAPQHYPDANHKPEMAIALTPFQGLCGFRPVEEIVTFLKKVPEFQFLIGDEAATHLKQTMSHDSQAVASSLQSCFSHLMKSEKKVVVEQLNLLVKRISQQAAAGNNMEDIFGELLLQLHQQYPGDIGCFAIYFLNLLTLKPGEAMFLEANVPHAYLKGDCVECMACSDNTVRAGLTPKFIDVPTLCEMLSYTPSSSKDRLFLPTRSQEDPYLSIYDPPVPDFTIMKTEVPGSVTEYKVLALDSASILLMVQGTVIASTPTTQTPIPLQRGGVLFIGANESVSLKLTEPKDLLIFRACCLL
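Material: human phosphomannose isomerase with PGI, G6PDH, diaphorase coupling enzymes; amount: PMI at 15 ng/mL final; also added: Mannose-6-phosphate 1.0 mM (near-saturating) plus 0.22 mM NADP+; incubation: enzyme reaction with compound 20 min at room temperature; signal: resorufin fluorescence (Ex 544/Em 590 nm) from resazurin via diaphorase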
PMI act – activators of human PMI, primary screen, biochemical, fluorescence intensity, near-Km mannose 6-phosphate. Mannose-6-phosphate isomerase (Homo sapiens), P34949. purified human PMI, coupled resazurin fluorescence, 20 min; hits give high values; 1 = vehicle control, 0 substrate-free wells. activation factor at 20 µM. actives 0.005% (n = 190,000);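 active means activation factor of 2 or more at 20 µM, relative to plate controls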
Diaph act CS – compounds boosting diaphorase resazurin reduction – biochemical, uHTS, resorufin fluorescence, counter-screen for diaphorase-coupled primary assays, primary screen; actives 0.005% (n = 190,000); activation factor at 20 µM; AID 1229, 2008; Diaphorase/resazurin coupled assay, 16 min; hits give high values; 1 = vehicle wells, 0 = NADH-free wells;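 active means diaphorase activity raised at least twofold by the compound at 20 µM; inactive means activation factor below 2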
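System – purified diaphorase enzyme from Clostridium kluyveri · Input – enzyme 0.07 U/mL final · Also added – final NADH 0.114 mM, resazurin 0.1 mM · Measured by – fluorescence of resorufin, 544 nm excitation, 590 nm emission · Timing – 16 min enzyme reaction, ambient temperature · Measure – resorufin increase flagging diaphorase activators or reducers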
S1P3 antagonist – S1P3 receptor antagonists, primary screen, cell-based | CHO S1P3 NFAT-BLA reporter, FRET fluorescence, antagonist mode | inhibition, % at 4.98 µM | actives 0.27% (n = 170,000) | AID 485, 2006;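 active means inhibition above the plate cutoff, the mean inhibition of test wells on that plate plus 3 SD, cut at about 28% in these data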;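 further: cells challenged with S1P at its EC80 of 0.8 µM; blue over green emission ratio from cleaved BLA substrate after 4 h stimulation; 0% = S1P-stimulated wells and 100% = unstimulated DMSO-only wells; some compounds past the cut are filed as inactive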
Target sequence (Q99500 whole entry, looked up): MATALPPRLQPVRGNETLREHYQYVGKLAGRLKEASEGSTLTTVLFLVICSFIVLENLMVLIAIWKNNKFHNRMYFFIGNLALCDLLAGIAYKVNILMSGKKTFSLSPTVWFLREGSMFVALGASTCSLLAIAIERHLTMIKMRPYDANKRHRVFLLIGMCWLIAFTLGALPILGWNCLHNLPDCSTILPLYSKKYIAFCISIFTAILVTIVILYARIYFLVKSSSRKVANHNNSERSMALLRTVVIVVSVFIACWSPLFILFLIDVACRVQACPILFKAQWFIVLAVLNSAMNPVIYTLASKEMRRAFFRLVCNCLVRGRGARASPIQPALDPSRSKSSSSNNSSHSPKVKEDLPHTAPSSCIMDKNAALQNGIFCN
PPARg SRC-2 ag – agonists of PPARg-SRC-2 recruitment, primary screen, biochemical, HTS; Peroxisome proliferator-activated receptor gamma (Homo sapiens), P37231; PPARgamma LBD-SRC-2 recruitment; activation, % at 8 µM; actives 0.34% (n = 200,000); in the data active means activation above about 22%;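 further: 0% = vehicle and 100% = reference agonist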
ROMK mod – ROMK potassium channel modulators, primary screen, cell-based, thallium flux, MLSMR library; ATP-sensitive inward rectifier potassium channel 1 (Homo sapiens), P48048; Tet-inducible ROMK, thallium flux fluorescence; actives lie on both sides; B-score at 10 µM; actives 2% (n = 130,000); AID 1918, 2009;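 active means signal ratio slope over the read window, or its plate-corrected B-score, at least 3 SD from the plate mean, either direction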;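 further: B-score of the F/F0 ratio slope over 7 to 12 s after thallium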
SRC2 TRFRET art – TR-FRET signal artefacts, primary screen, artefact control for PPARgamma SRC-2 agonist project, biochemical | TR-FRET artefact counter-screen; hits give high values | TR-FRET ratio at 8 µM | actives 0.4% (n = 200,000) | AID 1049, 2008; in the data active means TR-FRET ratio above about 2000; further: inactives centre near 1500
PPARg SRC-1 ag – PPARgamma agonists recruiting SRC-1 coactivator, primary screen, biochemical. Peroxisome proliferator-activated receptor gamma (Homo sapiens), P37231. PPARgamma-SRC-1 coactivator recruitment biochemical assay. activation, % at 8 µM. actives 0.41% (n = 200,000). AID 631, 2007; in the data active means activation above about 19%;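 further: 0% = DMSO and 100% = reference agonist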
PPARg SRC3 recr – PPARgamma agonists recruiting SRC-3 coactivator, primary screen, biochemical; Peroxisome proliferator-activated receptor gamma (Homo sapiens), P37231; biochemical PPARgamma/SRC-3 coactivator recruitment assay; activation, % at 8 µM; actives 0.26% (n = 200,000); in the data active means activation above about 23%;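 further: 0% = DMSO and 100% = reference agonist; some compounds past the cut are filed as inactive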
G6PDH counter – L. mesenteroides G6PDH inhibitors, counter-screen for G6PDH-coupled screening assays, biochemical, Leuconostoc mesenteroides enzyme. actives 0.12% (n = 200,000). inhibition, % at 5 µM. Purified L. mesenteroides G6PDH, diaphorase/resazurin coupled fluorescence, 45 min. AID 1020, 2008; in the data active means inhibition above about 50%
Diaph inh CS – diaphorase inhibitors and chemical oxidizers, primary screen, counter-screen for diaphorase-coupled primary assays, biochemical, uHTS, resorufin fluorescence | diaphorase resazurin-to-resorufin fluorescence, NADH, 16 min; bacterial (C. kluyveri) enzyme, not human | inhibition, % at 20 µM | actives 0.69% (n = 190,000) | AID 1217, 2008;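 active means primary screen inhibition at 20 µM above a set limit, cut at about 50% in these data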;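 further: plate controls were DMSO with full reaction for no effect and wells lacking NADH for full effect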
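material = Clostridium kluyveri diaphorase enzyme | amount = 0.14 U/mL diaphorase, enzyme working solution | schedule = incubation 16 min, room temperature | detection = fluorescence of resorufin formed from resazurin, Ex 544/Em 590 nm | benchmarks = positive control minus NADH, DMSO neutral control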
* hit, by the source's call; nt = not tested or not shown.

SMILES	PMI act satM6P	PMI act	Diaph act CS	S1P3 antagonist	PPARg SRC-2 ag	ROMK mod	SRC2 TRFRET art	PPARg SRC-1 ag	PPARg SRC3 recr	G6PDH counter	Diaph inh CS
COc1ccc(CC(NC(C)=O)C(=O)N2CCN(C(=O)Nc3cccc(Cl)c3)CC2)cc1OC (stereo not given)	1.1	1	1	nt	5	0.11	1476	1	0	10	3
COCCCNC(=O)CCC(=O)Nc1ccc2nc(N3CCOCC3)cc(C)c2c1	0.9	0.9	0.8	0	9	nt	1704	2	6	4	16
COc1cccc(NC(=O)CSc2nc3ccccc3c(=O)n2CCCC(=O)N2CCCC2)c1	0.9	0.9	0.8	nt	11	nt	1672	9	3	2	22
O=C(c1ccc(S(=O)(=O)N2CCC(c3nc4ccccc4s3)CC2)cc1)N1CCOCC1	0.9	0.9	0.8	10	nt	nt	nt	nt	nt	4	21
COCCn1c(SCC(=O)N(C)C2CCS(=O)(=O)C2)nc2ccccc2c1=O (stereo not given)	1.1	1	1	10	6	-0.023	1697	3	-1	5	4
COc1ccc(-c2nn(-c3ccccc3)cc2/C=C(\C#N)C(N)=O)cc1[N+](=O)[O-]	1	0.9	0.9	6	8	-0.35	1445	6	4	10	14
Cc1cc(NC(=O)C2C3C(=O)N(CC4CCCO4)C(C(=O)NCc4ccccc4)C34C=CC2(C)O4)no1 (stereo not given)	1	1.1	1	nt	0	0.013	1644	0	-1	-4	2
Cc1cc(N2CCCC2)n2nc(C)nc2n1	0.9	1	1	-10	11	-0.9	1758	3	0	16	3
Cc1cccc(C)c1NC(=O)Cn1c(=O)n(CCC(=O)NCc2ccco2)c(=O)c2sccc21	0.9	0.9	0.8	0	4	nt	1745	-9	6	8	17
Oc1ccc(Cl)cc1C=Nc1ccccc1Br	0.9	0.9	0.8	-11	6	0.45	1647	-5	0	9	17
Cc1noc(C)c1CSc1ncnc2ccccc12	1	1.1	0.9	-23	1	nt	1541	0	-6	4	12
Cc1cc(C)n2c(Br)c(CN3CCCC(C)C3)nc2n1 (stereo not given)	0.9	1	0.9	14	8	0.35	1755	10	0	6	9
COCCNC(=O)CN(C(=O)Cn1nnc2ccccc21)c1ccccc1C	1.1	1	0.7	-15	-3	-0.033	1488	6	-2	5	33
COc1ccc2c(c1)OC13CCN(C)CC1C2C(C(=O)c1ccc(F)cc1)C(=O)N3 (stereo not given)	1	1.1	1.1	17	-3	0.085	1283	0	-1	12	-12
Cc1cc2ccccc2c(=O)n1CC(=O)NCC(=O)N(C)C1CCCCC1	1	1	1	nt	-1	-1.1	1528	1	1	-1	0
Cc1ccc2nc(Cl)c(CN(C(=O)c3cnccn3)C3CCCCC3)cc2c1	1	0.9	0.9	nt	4	nt	1403	-1	-13	6	8
CCOCN(C(=O)Cn1c(C(C)O)nc2ccccc21)c1c(C)cccc1CC (stereo not given)	1.1	1.1	1	nt	13	nt	1514	8	8	16	2
COC(=O)CNC(=O)COC(=O)/C=C/c1ccc(F)cc1	0.9	0.9	1	-10	18	-0.063	1799	4	3	4	4
CC1(C)Cc2cccc(OCC(=O)N3CCN(c4ccc([N+](=O)[O-])cc4)CC3)c2O1	0.9	0.8	0.9	-4	9	-1	1643	-2	6	-8	15
Cc1oc(/N=C/c2ccc3c(c2)OCO3)c(C#N)c1C	1	1	0.9	24	-5	-0.63	1592	12	-7	3	11
COc1ccc(/C=C(\CC(=O)O)c2nc3ccccc3o2)cc1	1.1	1.3	1	-12	7	0.85	1511	6	1	13	0
CCCCNC(=O)CCn1c(=O)c2ccccc2n(Cc2ccccc2C)c1=O	1.1	1	0.9	-1	5	1.3	1605	0	3	-16	5
CCOC(=O)c1cc2c(ccn2C)n1Cc1ccc(C#N)cc1	0.6	0.7	0.8	6	7	-0.18	1644	4	4	7	21
CCOc1ncccc1C(=O)N1CCN(c2cc(Cl)ccc2C)CC1	0.8	0.9	0.8	22	9	3.3*	1399	-5	0	-5	16
CCOc1ccc2nc(NC(=O)CS(=O)(=O)c3ccccc3)sc2c1	0.8	0.8	0.8	-4	5	nt	1705	0	10	-32	21
O=C1c2ccc3c4c(ccc(c24)C(=O)N1Cc1cccnc1)C(=O)N(Cc1cccnc1)C3=O	1	1	0.8	nt	3	1.9	1486	-2	3	5	16
COc1ccc(-n2c(-c3ccc(Br)cc3)c[n+]3c2CCCCC3)cc1	1.1	1.1	0.8	-14	3	-2.1	1651	-1	3	3	16
O=C(O)c1cc(N/N=C/c2ccc3c(c2)OCO3)ccc1Cl	1.2	1.4	0.9	-8	-5	-0.5	1391	3	8	4	5
Cc1ccc(NC2CC(=O)N(Cc3ccccc3)C2=O)cc1 (stereo not given)	0.9	0.8	0.9	nt	10	-0.22	1575	7	3	3	14
Cc1nc2c(-c3ccccc3)c(C)[nH]n2c(=O)c1Cc1ccccc1	1.1	1	1	6	-1	0.041	1367	-5	-1	7	-3
CN(C)S(=O)(=O)c1cccc(-c2nnc(SCC(=O)NCCCCCC(=O)O)n2-c2ccc(F)cc2)c1	1.1	1.1	0.9	-32	11	-1	1718	10	8	11	6
Cc1[nH]c2ccccc2c1Cc1nnc(SCC(=O)NCc2ccco2)o1	0.9	0.9	0.8	-24	-1	nt	1493	3	0	-7	16
CCOC(=O)c1c(C)[nH]c(C(=O)C(C)OC(=O)c2oc3ccccc3c2COC)c1C (stereo not given)	1	0.9	0.8	nt	0	0.68	1377	0	-2	-2	16
COCCCNC(=O)CCn1c(=O)c2ccccc2n(CC(=O)Nc2ccccc2C)c1=O	1	1	1	-26	6	nt	1817	6	4	0	1
CCCCCCC(=O)N(O)C1CC(=O)N(c2ccc(Br)cc2)C1=O (stereo not given)	1.1	1	0.8	25	3	-0.0095	1564	-3	-8	9	24
COc1cccc(CNC(=O)C2CCCN(c3nn4c(=O)cc(C)nc4s3)C2)c1OC (stereo not given)	1	1	0.8	nt	2	0.86	1438	4	-5	-3	15
C#CCn1c(S(=O)(=O)Cc2ccc(OC)cc2)nc(-c2ccccc2)c1-c1ccccc1	0.8	0.8	0.7	nt	-1	nt	1529	7	-7	6	26
C=CCc1ccccc1OCCNCc1ccccc1	1	1.1	0.9	-1	-1	-0.5	1514	-6	-5	7	7
COc1ccc(N2CCN(CCCNC(=O)C3CCC(CNc4nc(=S)[nH]c5ccccc45)CC3)CC2)cc1 (stereo not given)	1	0.9	1	-22	10	-0.0031	1697	10	11	5	-5
CS(=O)(=O)N1CCN(Cc2ccccc2C(F)(F)F)CC1	1	1	0.8	-20	9	nt	1543	4	8	0	16
COc1cccc(/C=N/NC(=O)c2cc(-c3cccn3C)n[nH]2)c1	0.9	0.9	0.8	nt	8	nt	1736	-4	4	2	19
Cc1ccc(Nc2nc(CSc3nnc(-c4cccnc4)n3-c3ccccc3F)cs2)cc1	0.9	1	0.9	0	6	0.33	1696	3	1	2	11
CC(CCc1ccc(O)cc1)NC1C2CC3CC(C2)CC1C3 (stereo not given)	0.9	0.9	0.9	-3	-4	-1.7	1422	3	-4	-16	14
COc1ccc(/C=N/NC(=O)Cn2nc(C)c([N+](=O)[O-])c2C)cc1	1.1	1.1	0.9	1	-1	0.022	1742	-2	-1	-6	10
Cc1cc(C)cc(NS(=O)(=O)c2ccc(NC(=S)NC(=O)c3cccs3)cc2)c1	1	0.9	0.8	-5	12	-0.83	1547	8	5	-7	19
COc1ccc(NC(=O)COC(=O)c2ccc(Br)o2)cc1OC	1	1	1	-2	-1	nt	1316	-5	-3	5	0
Clc1ccc(CSc2nnc(-c3sccc3-n3cccc3)o2)cc1	1	1	0.9	nt	7	nt	1582	0	-1	12	13
CCOC(=O)c1sc(NC(=O)C2CCCO2)c(C(=O)OCC)c1C (stereo not given)	0.9	0.9	0.9	15	nt	nt	nt	nt	nt	6	12
Cc1ccc(CNC(=O)COc2ccc3c(c2)CCC3)cc1	1	1	0.9	-1	6	-0.85	1562	-1	6	14	6
CCc1nccn1S(=O)(=O)c1ccc(OC)c(OC)c1	1	1	0.9	2	nt	nt	nt	nt	nt	-1	12
NS(=O)(=O)c1ccc(NC(=O)COC(=O)CCC2CCCC2)cc1	1	0.9	0.9	-15	0	-2.3	1493	8	1	7	14
O=C(CN1CCN(C(=O)c2ccccc2)CC1)Nc1ccc(Br)cn1	0.9	0.8	0.8	9	1	-1	1588	4	8	1	18
CC(C)c1cc(C(C)C)c(S(=O)(=O)NNC(=O)c2ccncc2)c(C(C)C)c1	0.8	0.7	0.7	21	-9	nt	1429	-7	-1	4	26
O=C(NCCCN1CCOCC1)C1(c2ccccc2)CCCC1	0.9	0.8	0.9	6	4	nt	1687	6	-6	2	10
Cc1c(Cl)cccc1NC(=O)COC(=O)c1c2c(nc3ccccc13)CCN(Cc1ccccc1)C2	0.9	0.9	0.9	-3	5	-1.2	1644	11	3	-5	14
COc1cc(C)nc(OCCNS(=O)(=O)c2cc(C)ccc2C)n1	1	1	1	-15	-4	nt	1433	-10	-3	11	5

Record cards, from the list above. Order of screens: PMI act satM6P	PMI act	Diaph act CS	S1P3 antagonist	PPARg SRC-2 ag	ROMK mod	SRC2 TRFRET art	PPARg SRC-1 ag	PPARg SRC3 recr	G6PDH counter	Diaph inh CS
CC(C)c1cc(C(C)C)c(S(=O)(=O)NNC(=O)c2ccncc2)c(C(C)C)c1 is entered as 0.8	0.7	0.7	21	-9	nt	1429	-7	-1	4	26
CC(CCc1ccc(O)cc1)NC1C2CC3CC(C2)CC1C3 (stereo not given) is entered as 0.9	0.9	0.9	-3	-4	-1.7	1422	3	-4	-16	14
